BAZ2B block: BAZ2B (human) inhibition; Potency, µM (titrated, usually from 114 µM), for the others: top-dose activity change, negative = inhibition, usual class: inhibitors; AlphaScreen BAZ2B-H3K14Ac peptide displacement; hit rate 4.4% among 360,000; note: % is set by controls: 0 for no effect and ±100 for the full control effect; nearly all actives have a fitted effect of over 60% in size
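AlphaScreen displacement of biotin-H3(5-23)K14Ac peptide (50 nM final) from BAZ2B (50 nM final) in PBS pH 7.4, 0.01% Tween-20; complex preformed 30 min RT, then compounds (top 110 uM) 30 min RT, beads 20 min dark.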
BLM inh: Bloom syndrome helicase (human) inhibition. P54132. recombinant BLM DNA unwinding, fluorescence dequenching. Potency, µM (doses to about 56.1 µM), for the others: at the top dose activity change, negative = inhibition, actives largely listed as inhibitors. hit rate 0.2% among 350,000. AID 2528;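 note: plate controls were vehicle for no effect and no enzyme for full effect; nearly all actives have a fitted effect of over 35% in size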
Pol eta inh: DNA polymerase eta (human) inhibition. recombinant Pol eta, fluorescent DNA replication assay. Potency, µM (series often up to 114 µM), for inactives: at the highest dose activity change, negative = inhibition, actives largely listed as inhibitors. hit rate 1.2% among 390,000. AID 588591; note: % is set by controls: 0 for no effect and ±100 for the full control effect
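Pol eta (10 nM) was preincubated with compounds for 15 min at room temperature, after which fluorescent replication substrate (50 nM final) was added to start the reaction. Fluorescence was read kinetically at 0 and 10 min.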
G9a inh: inhibitors of human histone lysine methyltransferase G9a | Q96KQ7 | G9a H3K9 monomethylation, AlphaScreen, 2 h | Potency, µM (series often up to 102 µM), without a hit: at the highest dose activity, negative = inhibition, hits mostly inhibitors | hit rate 8.8% among 350,000; note: % is set by controls: 0 for no effect and ±100 for the full control effect; nearly all actives have a fitted effect of over 75% in size
Target sequence (Q96KQ7 913-1193 limits assumed): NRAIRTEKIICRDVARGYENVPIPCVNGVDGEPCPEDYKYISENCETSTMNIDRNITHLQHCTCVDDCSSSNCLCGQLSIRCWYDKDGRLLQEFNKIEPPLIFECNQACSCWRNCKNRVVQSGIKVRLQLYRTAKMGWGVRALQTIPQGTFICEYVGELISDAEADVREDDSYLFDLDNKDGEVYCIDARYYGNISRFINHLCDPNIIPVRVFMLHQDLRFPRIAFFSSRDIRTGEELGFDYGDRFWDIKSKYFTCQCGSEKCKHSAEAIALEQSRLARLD
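Methyltransferase reactions run at room temperature for 2 h (20 nM enzyme, 500 nM biotin-H3K9 peptide, 20 uM SAM) after a 15 min compound preincubation; product detected by AlphaScreen beads and anti-H3K9me1 antibody.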
POLB inh: blocks human DNA polymerase beta activity; AID 485314; P06746; Pol beta primer extension/strand displacement, fluorescence kinetic; Potency, µM (top dose mostly 114 µM), inactives show at the top dose activity change, negative = inhibition, usual class: inhibitors; hit rate 1.3% among 340,000; note: % is set by controls: 0 for no effect and ±100 for the full control effect
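Homogeneous kinetic assay of primer extension and strand displacement by 10 nM Pol beta, preincubated 15 min at room temperature with compound before 50 nM substrate (final) was added. Read at 0 and 10 min; four-parameter Hill fit.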
Pol kappa inh: DNA polymerase kappa (human) inhibition; hit rate 0.53% among 400,000; Q9UBT6; Potency, µM (highest dose often 107 µM), without a hit: top-dose activity, negative = inhibition, actives largely listed as inhibitors; purified Pol kappa, fluorescent DNA synthesis assay, 10 min; AID 588579; note: % is set by controls: 0 for no effect and ±100 for the full control effect
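10 nM Pol kappa preincubated 15 min at room temperature with compounds, then reaction started with substrate at 50 nM final. Fluorescence read kinetically at 0 and 10 min; buffer-only wells served as negative control.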
APEX1 inh: inhibitors of human APE1 endonuclease | recombinant APE1, TAMRA/BHQ-2 abasic DNA cleavage fluorescence | Potency, µM (highest dose often 65.8 µM), inactives show top-dose activity change, negative = inhibition, most hits filed as inhibitors | hit rate 0.35% among 350,000 | AID 2517;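 note: plate controls were vehicle for no effect and reference inhibitor for full effect; nearly all actives have a fitted effect of over 55% in size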
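Enzyme (0.75 nM final) and test compound are incubated 15 min at room temperature before adding 50 nM quenched THF abasic-site duplex. Cleavage dequenches TAMRA, followed at 525/598 nm over three reads one minute apart.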
JMJD2A Tudor: blocks the human JMJD2A Tudor domain; AlphaScreen JMJD2A-Tudor / H3K4me3 peptide binding; Potency, µM (top dose mostly 114 µM), inactives show at the top dose activity change, negative = inhibition, most hits filed as inhibitors; hit rate 4.4% among 390,000; note: % is set by controls: 0 for no effect and ±100 for the full control effect; nearly all actives have a fitted effect of over 50% in size
Pol iota inh: DNA polymerase iota (human) inhibition; hit rate 1% among 390,000; Potency, µM (top dose mostly 115 µM), for the others: at the highest dose activity, negative = inhibition, most hits filed as inhibitors; Pol iota fluorescent replication assay, 10 min
Target sequence (Q9UNA4 whole entry, looked up): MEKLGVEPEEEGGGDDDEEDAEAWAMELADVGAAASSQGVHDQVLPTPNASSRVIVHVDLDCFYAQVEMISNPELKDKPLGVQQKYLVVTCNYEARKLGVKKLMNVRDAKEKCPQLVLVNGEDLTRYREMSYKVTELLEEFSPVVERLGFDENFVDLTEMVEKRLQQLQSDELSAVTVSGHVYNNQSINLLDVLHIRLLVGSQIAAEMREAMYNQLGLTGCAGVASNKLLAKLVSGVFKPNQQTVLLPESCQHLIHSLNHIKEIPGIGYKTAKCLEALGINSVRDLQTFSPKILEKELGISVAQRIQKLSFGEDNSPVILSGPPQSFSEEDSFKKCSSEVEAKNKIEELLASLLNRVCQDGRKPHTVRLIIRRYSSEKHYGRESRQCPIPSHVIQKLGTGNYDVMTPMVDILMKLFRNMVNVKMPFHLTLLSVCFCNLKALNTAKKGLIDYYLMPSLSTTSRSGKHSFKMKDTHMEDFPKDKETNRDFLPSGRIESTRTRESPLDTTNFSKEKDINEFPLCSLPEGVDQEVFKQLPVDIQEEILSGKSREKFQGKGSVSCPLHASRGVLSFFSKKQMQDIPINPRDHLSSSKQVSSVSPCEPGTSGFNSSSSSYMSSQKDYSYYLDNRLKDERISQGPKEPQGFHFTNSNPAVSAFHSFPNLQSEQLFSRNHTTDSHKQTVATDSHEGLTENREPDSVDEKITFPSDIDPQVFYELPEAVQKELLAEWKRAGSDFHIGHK
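Fluorescent replication assay read twice, at 0 min and 10 min after adding 50 nM (final) substrate. Enzyme (10 nM) and compounds were first incubated 15 min at room temperature; enzyme-free buffer wells were negative controls.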
Active calls of the source: *; u = inconclusive; x = no result given; & = joins results of further samples; [ ] = dose if it differs, or a comment. Calls come from the whole dose curve; as a rule, active = well fitted curve in the direction sought with a large enough effect; inconclusive = small, poorly fitted or top-dose-only effect, or another doubt; inactive = no such curve, though single readings can be large; an effect the other way counts as inactive or inconclusive. Potency is the fitted concentration of half-maximal effect.

SMILES	BAZ2B block	BLM inh	Pol eta inh	G9a inh	POLB inh	Pol kappa inh	APEX1 inh	JMJD2A Tudor	Pol iota inh
O=S(=O)(c1ccc(C(F)(F)F)cc1)N1CCN(CCc2ccccc2)CC1	2.2%	-14.1%	-21.2%	2.2%	4.2%	-5.3%	10.9%	-2.8%	28.3%
COc1ccc(C(CNC(=O)CCNS(=O)(=O)c2ccccc2C(F)(F)F)N2CCOCC2)cc1 (stereo not given)	x	x	-9.5%	x	x	0.2%	x	-4.1%	38.0%[activator]
COc1ccc(COC(=O)c2ccc(S(=O)(=O)N3CCCCC3)cc2)cc1OC	14.7%	x	-21.5%	-14.3%[2.33 µM]	x	-10.1%	1.3%	7.5%	6.7%
O=C(Nc1ccc2c(c1)OCO2)c1cc(C2CC2)on1	-11.1%	-8.0%	1.1%	-35.2%[59 µM]	-1.0%	-26.0%	7.4%	-25.0%	u
CCOc1ccc(C(=O)NCC(=O)NC(C)CCc2ccccc2)cc1OCC (stereo not given)	-21.6%	-3.2%	-11.6%	12.7%	19.2%	5.5%	67.3%[activator]	-9.6%	22.7%
CC1CCN(C(=O)c2ccccc2NC(=O)c2cccc(S(=O)(=O)N(C)C)c2)CC1	-7.9%	0.1%	-14.0%	51.7%	12.7%	6.7%	19.8%	12.8%	7.3%
COc1ccc(NC(=O)Cc2ccc(Cl)cc2)cc1S(=O)(=O)N1CCCCC1	8.1%	x	-9.2%	u	x	-18.8%	-22.9%	-23.6%	28.9%
Cc1cc(Br)ccc1NC(=O)c1ccc(NS(=O)(=O)c2c(C)noc2C)cc1	x	-1.8%	4.1%	u	15.8%	2.7%	x	-17.3%	u
O=C(Nc1nnc(C2CC2)s1)c1ccco1	-5.3%	3.8%	-19.9%	-27.8%	22.8%	-4.1%	17.7%	-11.3%[11.4 µM]	85.0%[activator]
CCCCc1nc2cc(C(=O)N(C)C3CCOCC3)ccc2o1	-14.4%	-7.5%	-1.7%	13.3%	10.1%	-8.9%	52.9%[activator]	-20.7%	12.2%
COCCCNC(=O)C[C@H]1C[C@H](C(=O)N2CCCCC2)[C@@]2(C)c3[nH]c4cc(-c5ccco5)ccc4c3CCN2C1=O	x	x	-22.3%	x	x	4.6%	0.4%	u	33.4%[activator]
O=C(Cc1ccc([N+](=O)[O-])cc1)OCc1c(F)cccc1Cl	15.0%	-4.6%	-0.2%	59.5%[activator]	41.1%	-9.3%	14.1%	13.3%	-13.0%
CCCCOc1ccc(C(=O)NCC(=O)NC2CC2)cc1	-5.7%	x	-11.8%	3.1%	x	-6.6%	11.7%	6.2%	17.5%
COc1cc(Cl)c(C)cc1NC(=O)NC1COc2ccccc2C1 (stereo not given)	7.0%	-4.8%	-4.8%	2.0%[59 µM]	-2.1%	-1.7%[60.1 µM]	x	-11.7%	-10.4%
Cc1ccc(CONC(=O)c2ccccc2)cc1	2.0%	-3.9%	-9.3%	15.9%[59 µM]	2.0%	-9.5%	-2.4%	13.4%	-19.1%
COc1ccc(N2C(=NC(=O)CC3CCCCC3)SC3CS(=O)(=O)CC32)cc1 (stereo not given)	-11.7%	-1.0%	-3.7%	-20.4%	12.8%	5.6%	33.8%	-6.2%	-2.3%
CN(C)C(=S)Nc1ccc2c(c1)OCCO2	0.5%	-3.3%	-8.2%	-22.5%	4.3%	-0.2%	3.4%	-3.8%	20.1%
Cc1noc(C(=O)Nc2ccc3c(c2)OCO3)c1Cl	5.4%	-8.3%	-10.8%	-5.5%[59 µM]	1.2%	-10.9%	-5.5%	-19.1%	12.8%
CC12CCC(=O)N1C(C(=O)NCCN1C(=O)S/C(=C\c3ccccc3F)C1=O)CS2 (stereo not given)	4.5%	x	-2.0%	-5.9%[12.7 µM]	x	3.9%	33.3%	-15.0%	37.3%[activator]
O=c1cc(CSc2nnc(COc3cccc4ccccc34)o2)c2ccccc2[nH]1	-13.6%	-0.1%	-2.6%	x	2.2%	-8.7%	0.6%	-10.7%	28.7%
Nn1c(SC/C=C/c2ccccc2)nnc1-c1cccnc1	1.6%	-0.9%	-3.3%	-71.0%[12.7 µM]	4.3%	-12.2%	-0.6%	-17.3%	15.0%
CCC(=O)c1ccc(OCC(O)Cn2nc(C)c(C(C)=O)c2C)cc1 (stereo not given)	-17.4%	-4.4%	-25.7%	1.2%	7.2%	-2.7%	-4.7%	-28.5%	32.0%[activator]
Cc1sc2ncn3c(C)nnc3c2c1C	3.4%	-0.5%	-14.3%	15.3%[59 µM]	6.3%	-3.2%	13.0%	5.1%	2.8%
COc1cccc(NC(=O)C(NC2CCCC2)c2ccccc2)c1 (stereo not given)	4.5%	-10.2%	-0.4%	2.0%[2.33 µM]	37.2%	1.7%	-0.9%	-14.4%	-0.5%
COCCOC1CCN(C(=O)C2CCC(=O)N(CCc3ccc(OC)cc3)C2)CC1 (stereo not given)	-19.6%	-2.0%	-8.2%	17.7%[59 µM]	0.0%	5.9%	82.4%[activator]	2.8%	41.8%[activator]
COc1cccc(S(=O)(=O)N2CCN(C(=O)c3ccco3)CC2)c1	u	-2.3%	-7.8%	u	-13.8%	-1.2%	2.8%	-3.4%	48.5%[activator]
CN(C)C(=O)c1cc(-c2ccccc2)no1	-12.6%	-1.9%	-3.0%	6.4%	1.6%	4.7%	-0.3%	-5.7%	-5.1%
CC(=O)c1ccc(S(=O)(=O)Nc2ccc(C(=O)NCC(c3ccccc3)N(C)C)cc2)cc1 (stereo not given)	u	-12.3%	u	u	-22.3%	-34.6%	-1.9%	-19.6%	u
CC(C)Oc1ccc(NC(N)=O)cc1	-1.7%	-1.8%	7.0%	-17.4%[59 µM]	-6.6%	-4.8%	2.6%	-6.9%[57.1 µM]	-19.4%
O=C1[C@H]2[C@H](C=CC[C@H]2C(=O)N2CCN(c3ccccc3)CC2)CCN1Cc1ccc(Cl)c(Cl)c1	x	x	-17.7%	x	x	-10.2%&-15.5%	x	u	9.1%&18.1%
CC(=O)N1CCN(c2ccccc2NC(=O)c2cccc3c(Cl)cccc23)CC1	1.8%	-5.5%	-4.4%	-3.1%	-22.1%	-7.0%[60.1 µM]	7.2%	-17.8%	4.0%
O=C(CSc1nc(-c2ccco2)cc(C(F)(F)F)n1)NCCCn1ccnc1	-5.3%	5.4%	1.7%	u	-10.9%	3.0%	12.2%	-19.1%	-6.7%
CC1(C)NC(=O)N(CC(O)CN2CCCCC2)C1=O (stereo not given)	-1.5%	-1.8%	-12.4%	-3.8%[59 µM]	-18.0%	3.7%	-0.2%	0.9%	20.6%
COc1ccc(N2CCN(C(=O)c3ccc(N4CCCCS4(=O)=O)cc3)CC2)cc1	50.1µM*	-6.4%	-19.7%	-22.5%	u	-28.0%	-1.4%	-22.1%	u
O=C(Nc1ccccc1O)c1nc(Cl)ccc1Cl	x	-2.4%	-17.9%	-34.0%	-4.5%	-0.7%	-1.8%	-23.1%	16.5%
O=S1(=O)N=C(Nc2ccc(O)c(CN3CCCCC3)c2)c2ccccc21	-3.3%	-11.5%	-19.2%	-1.8%[59 µM]	-0.8%	-11.2%	-7.2%	-19.0%	36.1%[activator]
COc1ccc(-c2noc(CSc3nc(N)c(-c4ccccc4)c(=O)[nH]3)n2)cc1OC	-5.1%	-10.2%	-8.7%	u	1.1%	-1.6%	-1.7%	-13.2%	-9.5%
Cc1cc(NC(=O)COC(=O)c2ccccc2Cl)no1	x	x	-3.6%	x	x	-8.1%	5.4%	-3.9%	-15.8%
c1ccc(-n2ncc3c2ncn2nc(CSc4nc5ccccc5s4)nc32)cc1	-29.5%	2.5%	-15.6%	-6.8%[12.7 µM]	14.6%	-19.8%	-3.1%	u	13.0%
CCN(CC(=O)NC1CCS(=O)(=O)C1)c1ccc(S(=O)(=O)N(CC)CC)cc1[N+](=O)[O-] (stereo not given)	x	x	-11.1%	x	x	5.8%	17.3%	-3.4%	-3.7%
CCc1ccc(NC(=O)CN(c2cc(C)cc(C)c2)S(=O)(=O)c2c(C)[nH]c(=O)[nH]c2=O)cc1	-13.1%&-21.7%	-5.4%&-4.3%	-11.7%&-13.6%	-34.4%[59 µM]	-10.3%&-11.9%	-1.2%&-24.8%	-0.2%	-23.7%&-24.6%	11.1%&9.1%
CCCCN1C(=O)C(=O)N(CC(=O)Nc2sc(CC)cc2C(=O)OCC)C1=O	-4.2%	x	1.3%	u	x	-6.5%	-21.7%	u	79.4µM*
O=C(NCc1ccc(F)cc1)c1cc(S(=O)(=O)N2CCCCC2)ccc1Cl	14.5%	x	-6.3%	19.4%[2.33 µM]	x	13.2%	-3.8%	-10.5%	9.7%
COc1ccccc1-c1nnc(SC2CCc3ccccc3NC2=O)s1 (stereo not given)	-7.4%	-2.3%	-12.7%	-15.1%[59 µM]	6.4%	9.5%	-3.3%	-18.7%	9.3%
Cc1ccc(NC(=O)CN2Cc3ccccc3C2=O)c(C)c1	0.6%	-0.8%	7.4%	-3.4%[59 µM]	25.4%	6.5%	x	9.6%	-9.7%
CCc1ccccc1NC(=O)CN1CCN(C(=O)c2cccc(-n3cnnn3)c2)CC1	3.1%	x	-1.1%	u	x	8.5%	2.6%	1.3%	-3.4%
Cc1cccc(N(C)c2ccc3cc(S(=O)(=O)N4CCCC4)ccc3n2)c1	-2.9%&77.1%	-5.2%&-7.7%	-9.8%&-17.7%	41.8%[activator][59 µM]	u	-8.5%&-14.7%	-16.3%	73.1%&36.7%[activator]	33.6%&-9.8%[activator]
COc1cc(OC)c(C2CC(=O)N3CN(c4ccc(C)cc4)CSC3=C2C#N)cc1OC (stereo not given)	u	-4.4%	-18.9%	-20.8%[2.33 µM]	68.8%	-5.3%	-4.2%	4.47µM*	-2.4%
Cc1ccc2c(=O)c(C(=O)NCc3cccs3)c[nH]c2c1	6.6%	-1.4%	-4.7%	21.1%[59 µM]	1.4%	2.1%	-3.7%	-25.2%	31.3%[activator]

Some of these compounds in order of their number in JMJD2A Tudor, largest number first:
SMILES	BAZ2B block	BLM inh	Pol eta inh	G9a inh	POLB inh	Pol kappa inh	APEX1 inh	JMJD2A Tudor	Pol iota inh
COc1ccc(COC(=O)c2ccc(S(=O)(=O)N3CCCCC3)cc2)cc1OC	14.7%	x	-21.5%	-14.3%[2.33 µM]	x	-10.1%	1.3%	7.5%	6.7%
COc1ccc(C(CNC(=O)CCNS(=O)(=O)c2ccccc2C(F)(F)F)N2CCOCC2)cc1 (stereo not given)	x	x	-9.5%	x	x	0.2%	x	-4.1%	38.0%[activator]
COc1ccccc1-c1nnc(SC2CCc3ccccc3NC2=O)s1 (stereo not given)	-7.4%	-2.3%	-12.7%	-15.1%[59 µM]	6.4%	9.5%	-3.3%	-18.7%	9.3%

Source: PubChem BioAssay

The list is partial. The share of hits here may be higher or lower than overall.
